# Compound activity (PubChem)
# Kir21 inh – inhibitors of mouse Kir2.1 inward-rectifier potassium channel | Inward rectifier potassium channel 2 (Mus musculus), P35561 | actives 0.85% (n = 310,000) | HEK293-Kir2.1, FluxOR thallium flux fluorescence; stronger effect = lower value | B-score at 10 µM | AID 1672, 2009;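 active = fluorescence ratio B-score at or below minus 3 SD of library scores, with starting-brightness B-score within 2 SD, cut at about -4.2 in these data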;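 note: channel flux triggered by added potassium and thallium sulfate stimulus; B-score of peak minus minimum fluorescence over baseline after thallium stimulus; more negative B-score means stronger Kir2.1 block with less thallium influx; some compounds called inactive have numbers as strong as hits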
# KCNQ2 inh – KCNQ2 potassium channel inhibitors, primary screen, cell-based, CHO-K1, FluxOR thallium flux, B-score (AID 2156); 20 min; stronger effect = lower value; B-score at 10 µM; Potassium voltage-gated channel subfamily KQT member 2 (Rattus norvegicus), O88943; actives 1.1% (n = 310,000);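 active = fluorescence ratio B-score at most minus 3 library SDs, with starting brightness B-score within 2 library SDs, cut at about -5.5 in these data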
# Target sequence (O88943 whole entry, looked up): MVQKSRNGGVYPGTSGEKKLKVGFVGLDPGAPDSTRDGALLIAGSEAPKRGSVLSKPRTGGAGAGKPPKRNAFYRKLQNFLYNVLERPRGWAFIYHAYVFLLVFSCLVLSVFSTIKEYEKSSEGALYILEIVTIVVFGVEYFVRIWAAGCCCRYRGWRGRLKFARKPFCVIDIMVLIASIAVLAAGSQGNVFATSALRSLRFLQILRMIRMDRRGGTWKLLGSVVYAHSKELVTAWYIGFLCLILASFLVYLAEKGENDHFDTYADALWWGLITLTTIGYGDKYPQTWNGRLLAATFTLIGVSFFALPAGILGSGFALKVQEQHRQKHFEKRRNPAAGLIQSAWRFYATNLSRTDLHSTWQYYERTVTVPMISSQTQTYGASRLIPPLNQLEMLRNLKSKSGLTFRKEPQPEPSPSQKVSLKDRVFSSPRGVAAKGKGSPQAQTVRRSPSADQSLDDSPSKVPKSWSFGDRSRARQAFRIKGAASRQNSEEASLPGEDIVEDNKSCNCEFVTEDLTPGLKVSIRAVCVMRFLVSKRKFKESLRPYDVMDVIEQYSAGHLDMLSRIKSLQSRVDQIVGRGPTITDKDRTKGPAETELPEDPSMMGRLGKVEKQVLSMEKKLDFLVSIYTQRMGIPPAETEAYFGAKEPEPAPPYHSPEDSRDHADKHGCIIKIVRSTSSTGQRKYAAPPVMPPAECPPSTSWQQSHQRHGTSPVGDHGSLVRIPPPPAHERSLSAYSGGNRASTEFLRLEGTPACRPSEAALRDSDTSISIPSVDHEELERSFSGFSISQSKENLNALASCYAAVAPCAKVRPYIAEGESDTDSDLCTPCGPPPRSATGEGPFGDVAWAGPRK
# * marks the source's active call; other numbers are inactive results; i = inactive; & = joins results of further samples. Compounds were not picked by outcome (roughly 1.8% active in at least one column).
KCNQ2 inh	Kir21 inh	compound
i	1.4	CCOC(=O)c1sc(NC(=O)CSc2nnc(-c3ccc(OC)cc3)n2CCOC)nc1C
i	0.3	CC(C)C(O)P(=O)(OCc1ccccc1)c1ccc(N(C)C)cc1 (stereo not given)
i	-0.24	COc1ccc(N2CCN(C(=O)c3cc4cc(Cl)ccc4[nH]3)CC2)cc1
i	-0.01	COc1ccccc1OCc1nnc(SCC(=O)Nc2ccc(C)cc2)n1C
i	1.7	CSc1ccc(S(=O)(=O)Nc2ccc(S(=O)(=O)Nc3ccc(C)cc3)cc2)cc1
i	0.94	CC(C)Sc1ccc(C(=O)Nc2ccc(F)cc2F)cn1
i	-1.2	COc1ccc(OC)c2c(N)c(C#N)c(C(F)(F)C(F)(F)F)nc12
i	-0.16	COCCNC(=O)c1c(CSc2ccc(F)cc2)noc1C(=O)NCc1ccccc1
i	-1	CC(=O)C(C(c1ccccc1)c1c[nH]c2ccccc12)[N+](=O)[O-] (stereo not given)
i	0.24	O=C(OCC(=O)N1CCCCC1)c1cccc(NS(=O)(=O)c2ccccc2)c1
i	-0.16	Cc1ccc(C)c(S(=O)(=O)Nc2ccccc2C(=O)Nc2ccc(S(=O)(=O)Nc3ncccn3)cc2)c1
i	0.77	CCSc1ccccc1C(=O)NC1CCCCC1
i	0.05	Cc1c(Br)c([N+](=O)[O-])nn1C(C)C(=O)NCc1cccnc1 (stereo not given)
i	-0.86	CC(=O)c1ccc(NC(=O)/C(=C\c2ccccc2)NC(=O)c2ccco2)cc1
i	1.8	O=C(CSc1nnc(CNC(=O)c2cccs2)o1)NC1CCCC1
i	-0.95	Nc1c(S(=O)(=O)c2ccccc2)csc1C(=O)O
i	-0.03	COc1ccc(/C=C/CN2CCC(n3nccc3NC(=O)C3CCCC3)CC2)cc1
i	-0.25	Cc1ccc2[nH]c(=O)c(CN(Cc3ccco3)S(=O)(=O)c3c(C)ccc4nsnc34)cc2c1
i	-0.29	COc1ccc(Oc2nc(-c3ccccn3)nc3ccccc23)cc1
i	0.73	CCOC(=O)Cn1cc(C#N)c2cccc(CC)c21
i	0.58	O=C(NNC(=S)NC1CCCCC1)c1cccc(S(=O)(=O)Nc2ccccc2Cl)c1
i	0.9	CN(C)c1ccc(NC(=O)c2ccc(COc3cccc(Cl)c3)o2)cc1
i	1.8	O=C(c1ccccc1)c1ccc(OCCO)cc1
i	-0.35	COc1ccc(C(=O)Oc2cc(C)[nH]c(=O)c2[N+](=O)[O-])c(OC)c1
i	0.31	Cc1ccc(NC(=O)C(=O)C2C(=O)Nc3ccccc32)cc1 (stereo not given)
i	-0.74	O=C(NCc1n[nH]c(=O)c2ccccc12)C1CC(=O)N(c2ccccc2)C1 (stereo not given)
i	0	CCC(C)C(=O)Nc1nc(C)c(-c2csc(Nc3cc(OC)ccc3OC)n2)s1 (stereo not given)
i	1.6	Cc1nn(-c2ccc(F)cc2)c(N)c1C1(O)C(=O)Nc2ccccc21 (stereo not given)
i	0	Cc1nn(Cc2ccc(Cl)cc2)c(C)c1N
i	-2.2	O=C1c2ccccc2C(=O)N1COc1ccc(S(=O)(=O)N2CCOCC2)cc1[N+](=O)[O-]
i	-0.39	COc1ccc(-c2csc3ncnc(Cl)c23)cc1
i	-0.33	CC(C)(C)c1nc2scc(-c3cccs3)c2c(=O)o1
i	-0.8	Cc1cc(C)c2nc(NNC(=O)c3cc(-c4cccs4)nc4ccccc34)sc2c1
i	-0.18	CC(=O)OC1CCC2(C)C(=CCC3C2CCC2(C)C3CC3OC4(CCC(C)CN4)C(C)C32)C1 (stereo not given)
i	2.5	Cc1ccccc1N1C(=O)c2ccccc2NC1c1ccncc1 (stereo not given)
i	-0.57	Cc1ccc(C)c(N2CCN(C(=O)CCS(=O)(=O)c3ccc4c(c3)CCN4C(=O)C3CC3)CC2)c1
i	-1.6	O=C(Oc1ccc(Cl)cc1N1C(=O)CCC1=O)c1ccco1
i	0.66	O=C(NCCc1ccccc1)C1(c2ccccc2)CC1(Cl)Cl (stereo not given)
i	-0.8	c1ccc(C[C@H]2CNCCN2CCC23CC4CC(CC(C4)C2)C3)cc1
i	0.71	Cc1ccc(-c2c[nH]c(=S)n2-c2ccccc2)cc1

# Entries shown so far containing a cyano group (2):
KCNQ2 inh	Kir21 inh	compound
i	-1.2	COc1ccc(OC)c2c(N)c(C#N)c(C(F)(F)C(F)(F)F)nc12
i	0.73	CCOC(=O)Cn1cc(C#N)c2cccc(CC)c21

# (list continues)
KCNQ2 inh	Kir21 inh	compound
i	0.29	CCOC(=O)C1CCCN(C2CC(=O)N(c3ccc(NC(C)=O)cc3)C2=O)C1 (stereo not given)
i	-1.7	COC(=O)CCn1nc(-c2ccc(Cl)cc2)c2ccccc2c1=O
i	-0.55	Cc1ccnc(NC(=O)c2ccc3c(c2)S(=O)(=O)c2ccccc2C3=O)c1
i	0.48	O=c1[nH]c(SCc2ccc(Cl)cc2)nc2[nH]ncc12
i	-1.4	O=C(NCCNC1CCCCC1)c1ccco1
i	-0.47	CCOc1ccc2[nH]c(=O)c(CN(Cc3ccc(F)cc3)C(=O)c3ccco3)cc2c1
i	-0.98	Cc1ccc(-c2nn3c(C)nnc3s2)cc1NC(=O)COc1ccc(Cl)cc1
i	0.67	C/C(=N\Nc1nc2ccccc2s1)c1ccc2c(c1)OCO2
i	1.4	O=c1[nH]c(CSc2nc3ccccc3s2)nc2ccccc12
i	-0.99	CCc1cc(C(=O)N/N=C/c2ccc(O)cc2)c2ccccc2n1
i	0.58	COc1cccc2c1NC(C(=O)O)C1CC=CC21 (stereo not given)
-6*	-1.4	c1ccc(Cn2c(CNc3nc4ccccc4n3CCN3CCOCC3)nc3ccccc32)cc1
i	-0.39	CN(c1ccc(OCC(=O)OCC(=O)NCc2ccco2)cc1)S(=O)(=O)c1ccc2ccccc2c1
i	-0.16	COc1ccc(/C=N/NC(=S)Nc2ccccc2)cc1COc1ccc(Br)cc1
i	-0.02	O=C(NCc1ccco1)C(c1cccs1)N(Cc1ccccc1)C(=O)Cn1nnc2ccccc21 (stereo not given)
i	-1.1	CC(=O)NCCc1ccc(S(=O)(=O)NCc2ccc3c(c2)OCO3)cc1
i	0.7	CC(=O)Oc1ccc(C(=O)NCc2ccco2)cc1
i	-0.35	O=C(N/N=C/c1ccc(O)cc1)c1nc(-c2ccccc2)n(-c2ccccc2)n1
i	0.05	O=C(N/N=C/c1ccc[nH]1)c1cc(-c2cccs2)nc2ccccc12
i	0.42	N#Cc1c(NC(=O)CSc2n[nH]c(Cc3ccccc3)n2)oc(-c2ccccc2)c1-c1ccccc1
i	0.09	CC1(C)Cn2c(nnc2-c2ccccc2)S1
i	-1.2	Cc1cc(C)c(S(=O)(=O)N(C)CC(=O)NCC2CCCO2)c(C)c1 (stereo not given)
i	1.7	Cc1cc(Cl)ccc1OCC(=O)Nc1ccc2oc(=O)ccc2c1
i	-0.6	O=C(N/N=C1\C2CN3CCN(C2)CC1(c1ccccc1)C3)c1ccc(F)cc1
i	-1.4	O=C(COC(=O)c1cc[n+]([O-])cc1)Nc1ccc(SC(F)F)cc1
i	0.33	O=C(Cc1cccs1)N1CCN(c2ccc(F)cc2)CC1
i	-1.2	Cc1ccc(CNC(=O)CCCc2c[nH]c3ccccc23)cc1
i	-0.33	Cc1nnc(NC(=O)CCS(=O)(=O)Cc2ccccc2)s1
i	0.82	CN1CCCN(C(=O)CNC(=O)Cc2ccccc2)CC1
i	0.5	COC(=O)c1ccccc1NC(=O)CSc1nc(N)cc(=O)[nH]1
i	-2.5	Cc1cccc(NC(=S)NCCN(C2CCCCC2)C2CCCC2)c1
i	0.31	COc1ccc(N2CC(C(=O)N3CCN(C(=O)c4ccco4)CC3)CC2=O)cc1 (stereo not given)
i	0.45	Cc1ccc(CNC(=O)c2cccnc2Sc2cccc(Cl)c2)cc1
i	-0.93	O=C(c1cccc(S(=O)(=O)N2CCOCC2)c1)N(Cc1ccc(F)cc1)Cc1ccco1
i	-3.2	CCc1noc(C)c1C(=O)N(C)CC(=O)Nc1ccc(Br)cc1C
i	0.44	CC[C@@H](C)[C@H](NC(=O)Cc1c(C)c2c(cc(C)c3c(C)coc32)oc1=O)C(=O)O
i	0.35	CCOc1ccc(C2C3=C(CCCC3=O)N(CC(=O)O)C3=C2C(=O)CCC3)cc1
i	-0.18	O=C(CNC(=O)c1ccco1)OCc1ccc(Cl)cc1
i	0.05	COc1ccc(N(CC(=O)NCc2ccccc2)C(=O)Cn2nnc(-c3ccccc3F)n2)cc1OC
i	-0.92	Cc1ccc(C(=O)CSc2nnc(COc3ccccc3)o2)cc1
i	-0.12	NC1=NS(=O)(=O)NC1c1ccc(Br)cc1 (stereo not given)
i	1.9	Cn1nc(C(F)(F)F)cc1Oc1ncc(C(F)(F)F)cc1Cl
i	-1.2	O=C(CN1CCN(Cc2ccccc2)CC1)c1c[nH]c2ccccc12
i	0.53	O=C1c2cccnc2C(=O)N1c1ccccc1-c1ccccc1
i	0.02	Cc1cc2n(n1)C(c1cn(-c3ccccc3)nc1C)Nc1c(C)cccc1-2 (stereo not given)
i	-0.85	CCCCC(=O)Nc1ccc(NC(=O)c2ccc(C)c([N+](=O)[O-])c2)cc1OC
i	-0.19	O=S(=O)(NCc1cn2ccccc2n1)c1cccs1
i	1.5	COC(=O)c1ccc(CSc2nnc3ccccn23)o1
i	-0.16	COc1ccc2[nH]c(C)c(CCNC(=S)Nc3ccc(F)cc3)c2c1
i	0.06	COc1ccc(C2=NN(C)C(=NCc3ccccc3)SC2)cc1
i	1.6	Cc1ccnc(NC(=O)CCC(=O)N(CC(=O)NC2CCCCC2)CC2CCCO2)c1 (stereo not given)
i	-0.39	O=C(Nc1ccc(S(=O)(=O)NC2CCCCC2)cc1)c1ccco1
i	-1	O=C(NCC1CCCO1)c1ccc(NC(=O)C2CCCCC2C(=O)O)cc1 (stereo not given)
i	-4.3*	CCOc1ccc(CCNC(=O)c2ccc(CS(=O)Cc3ccccc3Cl)o2)cc1 (stereo not given)
i	-1.8	CCOc1ccc(N(CC(=O)NCC(C)C)S(C)(=O)=O)cc1
i	-3.2	CCc1sc(N(C(=O)Cc2ccccc2)c2ccccc2F)nc1-c1ccc(C)cc1
i	-8.1*	COC(=O)c1c(NC(=O)CCNCc2ccco2)sc2c1CCC2
i	-1.6	CC(=O)Nc1ccc(S(=O)(=O)N/N=C/c2ccc(C)s2)cc1
i	-1.4	COC(=O)c1ccc(COc2ccc(/C=N/Nc3nc(C)cc(=O)[nH]3)cc2)cc1
i	1.1	O=C1c2ccccc2C(=O)c2c1cccc2N1CCN(C/C=C/c2ccccc2)CC1

# One compound at a time, as listed above:
# Record of NC1=NS(=O)(=O)NC1c1ccc(Br)cc1 (stereo not given) : KCNQ2 inh = i; Kir21 inh = -0.12
# Record of O=C(CN1CCN(Cc2ccccc2)CC1)c1c[nH]c2ccccc12 : KCNQ2 inh = i; Kir21 inh = -1.2
# Record of CCOc1ccc(CCNC(=O)c2ccc(CS(=O)Cc3ccccc3Cl)o2)cc1 (stereo not given) : KCNQ2 inh = i; Kir21 inh = -4.3*

# Exported as labelled records: entries from further up
> Cc1ccnc(NC(=O)CCC(=O)N(CC(=O)NC2CCCCC2)CC2CCCO2)c1 (stereo not given)
  KCNQ2 inh: i | Kir21 inh: 1.6
> O=C(Nc1ccc(S(=O)(=O)NC2CCCCC2)cc1)c1ccco1
  KCNQ2 inh: i | Kir21 inh: -0.39
> O=C(NCC1CCCO1)c1ccc(NC(=O)C2CCCCC2C(=O)O)cc1 (stereo not given)
  KCNQ2 inh: i | Kir21 inh: -1

# Following part.
KCNQ2 inh	Kir21 inh	compound
i	-0.22	COc1ccc(CCNC(=O)CNC(=O)c2ccc3c(c2)OCO3)cc1OC
i	-0.02	COC(=O)c1cc(=O)n(Cc2ccc3c(c2)OCO3)c(=Nc2ccc(F)c(Cl)c2)s1
i	0.21	Cc1ccc(NC(=O)c2ccco2)c(NC(=O)CN2C(=O)c3ccccc3C2=O)c1
i	1&-1.1	O=C(O)CSc1cccc2cccnc12
i	2.6	CCOC(=O)c1oc2ccccc2c1NC(=O)c1cc(OC)cc(OC)c1
i	0.87	CC/C(=N/NC(=O)c1ccccc1)c1ccc(OCCN2CCOCC2)cc1
i	-1.7	CC1(C)CC(=O)C(C=NCCCn2ccnc2)=C(O)C1
i	1.4	COC(=O)Cn1cnc2c(nnn2-c2ccc(OC)cc2)c1=O
i	0.13	Cn1cc(/C=C(\NC(=O)c2ccccc2Cl)C(=O)NCCCn2ccnc2)c2ccccc21
i	-0.51	O=C(NC1CCCCC1)C(c1cccs1)N(C(=O)c1ccccn1)c1ccccc1 (stereo not given)
i	2.5	CC(OC(=O)c1ccc(=O)n(Cc2ccccc2)n1)C(=O)Nc1cccc(Cl)c1 (stereo not given)
i	0.48	N#CCCN1CCN(S(=O)(=O)c2ccc(S(=O)(=O)N3CCCCCC3)cc2)CC1
-5.7*	0.37	Cn1ncc(C#N)c1/N=C/N(Cc1ccccc1)Cc1ccccc1
i	1.7	Cc1ccc(NC(=O)C2C3C=CC4(O3)C2C(=O)N(CCN2CCOCC2)C4C(=O)NC2CCCCC2)cc1C (stereo not given)
-6.1*	-0.52	CCOP(=O)(OCC)c1nc(-c2cccc3ccccc23)oc1N1CCCCC1
i	-0.67	CCOc1cc(NC(=S)NCC2CCCO2)c(OCC)cc1NC(=O)c1ccccc1F (stereo not given)
i	0.99	COc1ccc(NC(=O)C/C(C)=N/NC(=O)c2cnccn2)cc1
i	0.54	O=C(Nc1ccc(S(=O)(=O)Nc2nccs2)cc1)c1ccc(F)cc1
i	0.01	NC(=O)c1nsc(C(=O)N(c2ccc(Cl)cc2)C(C(=O)NCC2CCCO2)c2cccs2)c1N (stereo not given)
